TRHR ag: activates the human TRH receptor; P34981; TRHR cells, calcium flux fluo-8, FDSS agonist mode; activation, % at 2 µM; hit rate 0.18% among 360,000; in the data active means activation above about 30%; further: 0% is about no effect
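Read-out: compound-evoked intracellular calcium rise in TRHR cells, fluo-8 dye, kinetic FDSS fluorescence at 1 s/cycle following a 10-cycle baseline. Cells cultured overnight before dye loading (30 min–1.5 h, RT).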
D1 potentiator: human D1 dopamine receptor positive modulation | HEK293 TREx D1 cells, calcium flux, dopamine EC20 potentiation | P21728 | hit rate 0.036% among 360,000 | potentiation, % at 10 µM; in the data active means potentiation above about 30%; further: 0% is about no effect
D1 antag: blocks dopamine activation of the human D1 receptor. HEK293 TREx D1 cells, calcium flux, dopamine EC80; active compounds read low. activity change, negative = inhibition, % at 10 µM. hit rate 3.2% among 360,000; in the data active means activity change below about -30%; further: on the % scale 0 is the no-effect control and ±100 the full control effect
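After overnight tetracycline induction at 30 C, force-coupled D1 HEK293 cells took up a no-wash calcium dye at room temperature. Compounds were added and monitored 180 s, and the response to EC80 dopamine was then recorded.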
RXFP1 antagonist: antagonists of human relaxin receptor RXFP1 | hit rate 0.59% among 350,000 | activity change, negative = inhibition, % at 57.5 µM | HEK293-RXFP1, relaxin-stimulated cAMP HTRF, 30 min; active compounds read low;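 active means activity change of -60% or lower, but not beyond a set lower limit; inconclusive means change between -60% and -40%, or beyond the set limit; inactive means change above -40%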; further: on the % scale 0 is the no-effect control and ±100 the full control effect
Target sequence (Q9HBX9 whole entry, looked up): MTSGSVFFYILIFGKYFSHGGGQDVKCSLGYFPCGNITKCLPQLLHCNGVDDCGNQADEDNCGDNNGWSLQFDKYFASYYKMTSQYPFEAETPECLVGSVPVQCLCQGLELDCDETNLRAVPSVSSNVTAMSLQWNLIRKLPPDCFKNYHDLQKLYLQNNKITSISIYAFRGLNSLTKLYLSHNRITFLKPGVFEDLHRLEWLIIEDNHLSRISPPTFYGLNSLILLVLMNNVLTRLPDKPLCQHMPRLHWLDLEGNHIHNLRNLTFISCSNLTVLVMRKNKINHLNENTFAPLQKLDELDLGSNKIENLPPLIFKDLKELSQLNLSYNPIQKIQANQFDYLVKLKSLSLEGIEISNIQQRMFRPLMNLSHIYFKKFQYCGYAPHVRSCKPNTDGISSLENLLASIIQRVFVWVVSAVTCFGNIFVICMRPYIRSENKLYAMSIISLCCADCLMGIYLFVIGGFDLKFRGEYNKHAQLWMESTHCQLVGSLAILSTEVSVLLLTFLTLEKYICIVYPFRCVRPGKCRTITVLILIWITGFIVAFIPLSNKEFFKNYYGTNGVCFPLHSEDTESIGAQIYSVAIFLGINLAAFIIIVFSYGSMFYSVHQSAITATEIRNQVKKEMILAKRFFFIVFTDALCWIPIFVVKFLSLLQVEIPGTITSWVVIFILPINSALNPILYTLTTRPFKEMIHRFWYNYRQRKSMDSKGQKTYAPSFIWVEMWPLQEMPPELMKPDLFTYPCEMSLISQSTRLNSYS
Apoferritin bind: binds horse apoferritin like a general anesthetic. apoferritin/1-aminoanthracene competitive binding, fluorescence. Potency, µM (top dose mostly 77.5 µM), without a hit: top-dose activity change, negative = displacement, usual class: inhibitors. hit rate 0.074% among 350,000; further: potency means the concentration at half of the fitted maximal effect; on the % scale 0 is the no-effect control and ±100 the full control effect; nearly all actives have a fitted effect of over 20% in size
Target sequence (P02791 2-175 limits assumed): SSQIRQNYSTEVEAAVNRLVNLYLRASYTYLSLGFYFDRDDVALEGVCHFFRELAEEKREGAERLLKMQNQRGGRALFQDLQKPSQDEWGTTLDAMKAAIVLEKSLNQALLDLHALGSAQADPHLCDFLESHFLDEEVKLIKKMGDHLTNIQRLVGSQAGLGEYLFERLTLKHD
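Apoferritin-based anesthetic binding model; compound displacement of fluorescent 1-AMA measured as endpoint fluorescence after 10 minutes at room temperature, scaled to free-ligand and complex controls.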
RXFP1 ag: RXFP1 (human) receptor agonism. Potency, µM (top dose mostly 57.5 µM), inactives show top-dose activation, hits mostly activators. Q9HBX9. HEK293T-RXFP1 cAMP TR-FRET, 30 min; response scale: percent of porcine relaxin response, buffer zero. hit rate 0.3% among 370,000; further: potency means the concentration at half of the fitted maximal effect; on the % scale 0 is the no-effect control and ±100 the full control effect; nearly all actives have a fitted effect of over 60% in size; many of its hits are not listed in these tables
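HEK293 cells stably expressing RXFP1, treated 30 min at 37C with compounds plus PDE4 inhibitor Ro 20174; cAMP measured by HTRF TR-FRET. Normalized to buffer and 29 nM porcine relaxin; EC50 by Hill fit.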
D2 potentiator: positive allosteric modulators of human D2 dopamine receptor | HEK293 T-REx D2, calcium flux, EC20 dopamine potentiation | potentiation, % at 10 µM | hit rate 0.34% among 340,000;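 active means potentiation over 3 SD above the plate norm, cut at about 30% in these data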; further: 0% is about no effect
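Using a no-wash calcium dye in inducible, force-coupled HEK293 Trex cells expressing D2, we tracked fluorescence each second for 180 s after compound, then for 180 s after EC20 dopamine to detect augmented signalling.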
D1 agonist: activates the human D1 dopamine receptor | P21728 | HEK293 T-REx D1 cells, calcium flux, agonist mode | activation, % at 2 µM | hit rate 1% among 360,000 | AID 504660; in the data active means activation above about 30%; further: 0% is about no effect
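Inducible HEK293 T-REx D1 cells, force-coupled to calcium signalling, were plated at 4000 cells/well with tetracycline and held overnight at 30 C. After no-wash calcium dye loading, compound-evoked calcium rise over 180 s flagged agonists.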
TRHR PAM: allosterically enhances the human TRH receptor; AID 493056; TRHR cells, fluo-8 calcium fluorescence, EC20 TRH enhancement; hit rate 0.66% among 360,000; P34981; enhancement, % at 2 µM; in the data active means enhancement above about 30%; further: 0% is about no effect
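Enhancer read-out: after compound pinning and an initial kinetic agonist-mode read, an EC20 of TRH (10 nM final) was injected and fluo-8 calcium signal (Ex 480/Em 530) followed at 1 s/cycle for 100 cycles in TRHR-expressing cells.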
* = called active by the depositor; ? = inconclusive; . = no result given. Unless noted, the call rests on the fitted dose curve; in most records, active means well fitted curve in the direction sought with a large enough effect; inconclusive means small, poorly fitted or top-dose-only effect, or another doubt; inactive means no such curve, though single readings can be large; an effect the other way counts as inactive or inconclusive. This is a subset, so the mix of outcomes need not match the whole.

Molecule	TRHR ag	D1 potentiator	D1 antag	RXFP1 antagonist	Apoferritin bind	RXFP1 ag	D2 potentiator	D1 agonist	TRHR PAM
CCn1nnc2cc(C(=O)NCC(c3ccccc3OC)N(C)C)ccc21 (configuration not stated)	0.9	10	10	-7	-6%	-0.9%	-7	2	13
CCCC(C(=O)NCc1ccco1)N(C(=O)CNS(=O)(=O)c1ccccc1)c1ccc(OC)cc1 (configuration not stated)	0.1	4	-3	10	-8%	2.7%	12	-1	4
O=C(CS(=O)(=O)c1cccc2nsnc12)NCc1ccccc1	0.1	1	15	.	-3%	1.0%	13	1	0
COc1ccc(N2CCN(C(=O)c3cc4c(=O)n(Cc5cccs5)ccc4nc3C)CC2)cc1	-0.4	-3	6	-14	0%	0.0%	13	-2	7
Cc1ccc(/C(O)=C2/C(=O)C(=O)N(CCCn3ccnc3)C2c2ccccn2)cc1 (configuration not stated)	0.2	5	-6	.	-9%	1.9%	2	1	1
Cc1ccc(N(C(=O)CNC(=O)c2ccco2)C(C(=O)NC2CCCC2)c2cccnc2)cc1F (configuration not stated)	-0.4	-2	0	0	-8%	1.1%	17	1	5
Cc1cc(-c2ccccc2)nc(N/N=C/c2cccnc2)n1	-0.6	-1	-13	-8	-2%	-0.4%	-3	-1	-2
N#C/C(=C\c1ccc(Sc2ccccc2)o1)c1nc2ccccc2[nH]1	2.8	-6	11	?	-3%	0.0%	-8	23	0
Cc1nc(C)c(-c2csc(NCc3ccccc3)n2)s1	-1.6	-8	-9	-11	?	-0.4%	11	3	5
CCOC(=O)c1cc2ccccc2n1CC(=O)c1ccccc1	0.7	-1	14	-8	-12%	1.0%	25	6	4

Rewritten with two lines to a compound: entries from further up.
Screens in order: TRHR ag, D1 potentiator, D1 antag, RXFP1 antagonist, Apoferritin bind, RXFP1 ag, D2 potentiator, D1 agonist, TRHR PAM
- COc1ccc(N2CCN(C(=O)c3cc4c(=O)n(Cc5cccs5)ccc4nc3C)CC2)cc1
 : -0.4, -3, 6, -14, 0%, 0.0%, 13, -2, 7
- Cc1ccc(/C(O)=C2/C(=O)C(=O)N(CCCn3ccnc3)C2c2ccccn2)cc1 (configuration not stated)
 : 0.2, 5, -6, ., -9%, 1.9%, 2, 1, 1
- Cc1ccc(N(C(=O)CNC(=O)c2ccco2)C(C(=O)NC2CCCC2)c2cccnc2)cc1F (configuration not stated)
 : -0.4, -2, 0, 0, -8%, 1.1%, 17, 1, 5
- Cc1cc(-c2ccccc2)nc(N/N=C/c2cccnc2)n1
 : -0.6, -1, -13, -8, -2%, -0.4%, -3, -1, -2
- N#C/C(=C\c1ccc(Sc2ccccc2)o1)c1nc2ccccc2[nH]1
 : 2.8, -6, 11, ?, -3%, 0.0%, -8, 23, 0
- Cc1nc(C)c(-c2csc(NCc3ccccc3)n2)s1
 : -1.6, -8, -9, -11, ?, -0.4%, 11, 3, 5
- CCOC(=O)c1cc2ccccc2n1CC(=O)c1ccccc1
 : 0.7, -1, 14, -8, -12%, 1.0%, 25, 6, 4

Next section.
Molecule	TRHR ag	D1 potentiator	D1 antag	RXFP1 antagonist	Apoferritin bind	RXFP1 ag	D2 potentiator	D1 agonist	TRHR PAM
O=C(CCN1C(=O)[C@@H]2Cc3ccccc3CN2C1=O)N[C@H](Cc1ccccc1)C(=O)O	0.0	7	-9	.	0%	0.3%	3	1	7
CC1CCCCN1C(=O)Cn1c(SCC(=O)N(C)c2ccccc2)nc2ccccc21 (configuration not stated)	0.3	1	-18	.	-6%	2.6%	0	-2	0
OCCCNc1ncnc2sc(-c3ccccc3)cc12	-0.7	1	2	-21	-3%	5.0%	-2	0	-4
O=C(NCCSCc1ccc(Cl)cc1)C1CCN(S(=O)(=O)Cc2ccccc2)CC1	0.5	-2	-9	-8	1%	-3.8%	-3	-1	1
COc1ccc(C2NC(c3ccc(OC)cc3)C(C)C(=O)C2C)cc1 (configuration not stated)	-1.1	-5	-10	-17	-5%	1.4%	1	2	3
O=C1NC2(CCCCCC2)C(=O)N1Cc1ccc([N+](=O)[O-])cc1	-0.5	-7	-20	.	-3%	1.4%	4	1	-1
CCOC(=O)CNC(=O)CSc1nnc(-c2ccccc2OC)n1CC	-0.8	2	8	-5	-8%	0.7%	4	0	9
Cc1ccc(CNC(=O)CN(c2cc(C)cc(C)c2)S(=O)(=O)c2c(C)[nH]c(=O)[nH]c2=O)cc1	0.0	-2	4	-7	-7%	0.8%	6	0	12
CN1C(=O)C(=O)/C(=C(/O)c2ccc(Br)cc2)C1c1ccccc1F (configuration not stated)	-0.6	4	-3	1	-2%	8.1%	10	0	-2
Cc1ccc(N=C/C(C(=O)C(F)(F)F)=C(\O)c2cccs2)cc1	-0.2	-8	5	-14	0%	-2.9%	-8	1	-3
N=c1n(CC(=O)c2cccc([N+](=O)[O-])c2)c2ccccc2n1Cc1ccccc1	-0.5	-5	-7	-19	-7%	2.7%	.	1	-7
O=C(CCc1cnccn1)NC1CCCc2c1cnn2-c1ccc(F)cc1F (configuration not stated)	0.4	-2	-10	9	-6%	-3.0%	1	1	-4
CCOC(=O)c1sc(N=NC2=C(O)CC(C)(C)CC2=O)c(C(=O)OCC)c1C	-0.1	-8	4	-23	-7%	-2.1%	3	2	0
CCOc1ccc(-n2c(N)c(C(=O)N3CCN(C)CC3)sc2=S)cc1	-0.1	-3	-1	0	-12%	2.5%	.	-1	-2
C/C(=N\NC(=O)C(N)=O)c1ccc2c(c1)OCCO2	-1.0	4	.	-16	-8%	-1.8%	0	0	-2
Cn1c(SCC(=O)NC2CCCC2)nnc1-c1cccs1	0.3	.	-9	8	-9%	5.9%	-2	7	-2
COC(=O)c1ccc(-c2ncc(-c3cccc4ccccc34)o2)cc1	1.6	-3	3	-5	-4%	8.0%	6	7	-7
CCc1cccc(NC(=O)c2sc3nc4n(c(=O)c3c2C)CCC4)c1	-0.2	-3	7	33	-19%	1.6%	10	2	-3
C=CCNC(=S)N1CCC(C(=O)c2ccc3c(c2)OCCO3)CC1	1.7	-3	-15	-11	-11%	-1.9%	3	10	-4
Cc1[nH]ccc(=O)c1Oc1ncc(C(F)(F)F)cc1Cl	0.7	-4	10	-5	-1%	-0.1%	-3	0	-19
COc1ccc(NCc2nnc(SCC(=O)Nc3cc(C)cc(C)c3)o2)cc1	-3.4	-3	1	-22	8%	-1.3%	5	12	4
Cc1cccc([C@@H]2[C@@H]3C(=O)N(Cc4ccccc4)C(=O)[C@@H]3[C@]3(Cc4ccc(Cl)cc4)C(=O)N(c4ccccc4)C(=O)N23)c1	3.6	2	-7	.	-12%	-3.0%	8	7	-1
CC(=O)c1ccc(NC(=O)c2nc(-c3ccccc3)n(-c3ccc(C)cc3)n2)cc1	0.0	-1	3	.	-16%	-1.2%	-19	1	0
O=CN(/C=C1\Sc2ccccc2C1=O)Cc1ccccc1	1.8	-3	.	-5	?	0.7%	-12	8	-3
Cc1oc(-c2ccc3c(c2)OCCO3)cc1C(=O)NCC(=O)O	-0.4	-1	24	-19	-13%	14%	5	3	-6
Cc1cc2c(cc1C)NC(CC(=O)Nc1cccc(Cl)c1)C(=O)N2 (configuration not stated)	1.7	1	-18	.	-2%	-1.2%	-2	6	43*
COc1ccc(C(=O)N2c3nc(-c4ccco4)nn3C3(CCCCC3)[C@@H]3CCCC[C@@H]32)cc1OC	0.4	-1	18	-26	-14%	0.1%	-11	5	-2
CC(Oc1ccc(F)cc1)c1nnc(SCC(=O)N(c2ccccc2)C2CCS(=O)(=O)C2)o1 (configuration not stated)	-0.3	2	0	-13	.	-0.1%	.	5	-13
O=C(COC(=O)c1cccnc1)Nc1cccc(Cl)c1	0.2	-5	-5	-3	-7%	2.8%	0	1	0
COc1cccc(CNC(=S)NC2CCCC2)c1	0.2	7	11	-1	-9%	1.3%	-5	0	-4
O=C(O)Cc1sc(-c2ccccc2)nc1-c1cccs1	-1.0	2	1	2	-22%	?	7	2	-1
CCOC(=O)C1CCN(C(=O)C(CC)c2ccccc2)CC1 (configuration not stated)	0.8	0	0	5	-3%	-2.8%	8	2	2
Cc1cccc(N2C(=O)SC(N(CC(=O)O)c3cccc(C)c3)C2=O)c1 (configuration not stated)	0.1	-2	-5	.	-17%	-0.9%	-15	4	3
Cc1ccc(NNC(=O)c2c(C)noc2C)cc1Cl	-0.3	0	1	-6	-4%	-0.5%	0	2	-3
Cc1nc2ccccc2c2oc(C(=O)NC3CC3)cc12	-0.4	.	-1	7	-3%	0.0%	2	5	-4
CCc1ccc(NC(=O)c2cnc(N3CCN(c4ccccn4)CC3)c3ccccc23)cc1	0.3	-2	-40*	-26	5%	6.4%	.	2	0
CCn1c(=O)cc(SCC(=O)N2CCN(C(=O)c3ccco3)CC2)c2ccccc21	-0.2	-1	-1	1	-17%	8.6%	21	1	9
Cn1cccc1C(=O)NC(=O)COC(=O)CC12CC3CC(CC(Br)(C3)C1)C2	2.4	0	17	-6	?	-0.9%	3	8	1
C=CCn1c(COc2cc(C)ccc2C(C)C)nnc1SCC(=O)c1c(N)n(C)c(=O)n(C)c1=O	-0.8	-2	13	-11	-3%	-0.9%	5	5	4

Compound profiles, as listed above. Order of screens: TRHR ag, D1 potentiator, D1 antag, RXFP1 antagonist, Apoferritin bind, RXFP1 ag, D2 potentiator, D1 agonist, TRHR PAM
CCc1ccc(NC(=O)c2cnc(N3CCN(c4ccccn4)CC3)c3ccccc23)cc1 reads 0.3, -2, -40*, -26, 5%, 6.4%, ., 2, 0
CCn1c(=O)cc(SCC(=O)N2CCN(C(=O)c3ccco3)CC2)c2ccccc21 reads -0.2, -1, -1, 1, -17%, 8.6%, 21, 1, 9

Compound activity: PubChem, National Center for Advancing Translational Sciences (NCATS)
